# Screening results: PubChem, National Center for Advancing Translational Sciences (NCATS)
# Glioma ERSR ind: inducers of ER stress response in human glioma cells; U87-MG GRP78 promoter luciferase reporter, 16 h; Potency, µM, inactives show at the top dose activation, hits mostly activators; 420,000 compounds, 0.02% hits; note: potency is the fitted concentration of half-maximal effect; series mostly up to about 76 µM; % of control where 0% means no effect; nearly all actives have a fitted effect of over 35% in size
#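 Stably transfected U87-MG glioma cells carrying a GRP78-based luciferase sensor; 16 h compound incubation. Luminescence end-point read 10 min after Bright-Glo addition at room temperature.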
# POLI inh: DNA polymerase iota (human) inhibition. Potency, µM (titrated, usually from 115 µM), for the others: at the top dose activity, negative = inhibition, most hits filed as inhibitors. AID 588590. Pol iota fluorescent replication assay, 10 min. 390,000 compounds, 1% hits; note: potency is the fitted concentration of half-maximal effect
#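 Pol iota at 10 nM preincubated 15 min with compounds at room temperature; reaction started with fluorescent substrate, 50 nM final. Fluorescence read kinetically at 0 and 10 min; buffer-only wells as negative control.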
# LDHA block: LDHA (human) enzyme inhibition; AID 1347041; purified LDHA, NADH/diaphorase-resazurin fluorescence; active compounds read low; 480,000 compounds, 0.15% hits; P00338; activity change, % (values are at about 110 or 230 µM); in the data active = activity change below about -30%; inconclusive = mostly about -25% to -30%;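 note: plate controls were DMSO wells for no effect and wells without enzyme for full effect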
#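 LDH5 2 nM; NADH 0.06 mM, pyruvate 0.2 mM; 200 mM Tris pH 7.4, EDTA, Tween-20; 5 min RT. Detection: diaphorase 0.133 mg/mL + resazurin 37 µM, fluorescence ex540/em590 at 0 and 20 min; normalized to enzyme-free and DMSO wells.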
# APE1 inh: inhibitors of human APE1 endonuclease; P27695; Potency, µM (highest dose often 65.8 µM), for the others: at the highest dose activity change, negative = inhibition, most hits filed as inhibitors; 350,000 compounds, 0.35% hits; recombinant APE1, TAMRA/BHQ-2 abasic DNA cleavage fluorescence;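 note: potency is the fitted concentration of half-maximal effect; plate controls were vehicle for no effect and reference inhibitor for full effect; nearly all actives have a fitted effect of over 55% in size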
# Target sequence (P27695 whole entry, looked up): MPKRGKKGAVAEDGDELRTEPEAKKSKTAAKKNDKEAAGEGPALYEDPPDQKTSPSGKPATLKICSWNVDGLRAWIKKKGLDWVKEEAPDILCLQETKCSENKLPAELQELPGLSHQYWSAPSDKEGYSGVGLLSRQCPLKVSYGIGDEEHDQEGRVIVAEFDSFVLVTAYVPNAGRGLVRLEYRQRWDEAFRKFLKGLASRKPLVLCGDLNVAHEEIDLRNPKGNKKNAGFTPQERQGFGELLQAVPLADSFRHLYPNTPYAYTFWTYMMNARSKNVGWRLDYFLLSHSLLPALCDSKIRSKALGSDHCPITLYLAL
#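 Measures dequenching upon AP-site incision of a 5'-TAMRA/3'-BHQ-2 THF-containing duplex, 50 nM; human APE1 0.75 nM after 15 min room-temperature exposure to compound; kinetic three-point read at one-minute spacing.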
# Anesthetic bind: candidate novel general anesthetic via apoferritin binding. P02791. apoferritin/1-aminoanthracene competitive binding, fluorescence. Potency, µM (titrated, usually from 77.5 µM), without a hit: top-dose activity change, negative = displacement, usual class: inhibitors. 350,000 compounds, 0.074% hits. AID 485281; note: potency is the fitted concentration of half-maximal effect; % is set by controls: 0 for no effect and ±100 for the full control effect; nearly all actives have a fitted effect of over 20% in size
#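 Read-out: endpoint 1-AMA fluorescence, excitation 380 nm and emission 535 nm, after compounds sit 10 min at room temperature with 10 uM horse-spleen apoferritin in 50% saturated 1-AMA/PBS. Values come from four-parameter Hill fits.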
# BLM helicase inh: inhibitors of human Bloom syndrome helicase BLM; P54132; recombinant BLM DNA unwinding, fluorescence dequenching; Potency, µM (series often up to 56.1 µM), inactives show at the highest dose activity change, negative = inhibition, hits mostly inhibitors; 350,000 compounds, 0.2% hits; AID 2528;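 note: potency is the fitted concentration of half-maximal effect; plate controls were vehicle for no effect and no enzyme for full effect; nearly all actives have a fitted effect of over 35% in size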
# Pol beta inh: inhibitors of human DNA polymerase beta; Pol beta primer extension/strand displacement, fluorescence kinetic; Potency, µM (highest dose often 114 µM), for inactives: at the top dose activity change, negative = inhibition, usual class: inhibitors; 340,000 compounds, 1.3% hits; note: potency is the fitted concentration of half-maximal effect; % is set by controls: 0 for no effect and ±100 for the full control effect
#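 Homogeneous kinetic assay of primer extension and strand displacement by 10 nM Pol beta, preincubated 15 min at room temperature with compound before 50 nM substrate (final) was added. Read at 0 and 10 min; four-parameter Hill fit.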
# POLK inh: inhibitors of human DNA polymerase kappa; purified Pol kappa, fluorescent DNA synthesis assay, 10 min; Potency, µM (highest dose often 107 µM), for inactives: top-dose activity, negative = inhibition, most hits filed as inhibitors; 400,000 compounds, 0.53% hits; note: potency is the fitted concentration of half-maximal effect; % is set by controls: 0 for no effect and ±100 for the full control effect
#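 Activity was followed as the change in fluorescence between reads at 0 and 10 min after starting the reaction with 50 nM substrate. Beforehand, 10 nM polymerase had been preincubated with compound for 15 min at room temperature.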
# POLH inh: blocks human DNA polymerase eta activity | recombinant Pol eta, fluorescent DNA replication assay | Potency, µM (highest dose often 114 µM), inactives show top-dose activity change, negative = inhibition, usual class: inhibitors | 390,000 compounds, 1.2% hits | AID 588591; note: potency is the fitted concentration of half-maximal effect; % is set by controls: 0 for no effect and ±100 for the full control effect
# Target sequence (Q9Y253 whole entry, looked up): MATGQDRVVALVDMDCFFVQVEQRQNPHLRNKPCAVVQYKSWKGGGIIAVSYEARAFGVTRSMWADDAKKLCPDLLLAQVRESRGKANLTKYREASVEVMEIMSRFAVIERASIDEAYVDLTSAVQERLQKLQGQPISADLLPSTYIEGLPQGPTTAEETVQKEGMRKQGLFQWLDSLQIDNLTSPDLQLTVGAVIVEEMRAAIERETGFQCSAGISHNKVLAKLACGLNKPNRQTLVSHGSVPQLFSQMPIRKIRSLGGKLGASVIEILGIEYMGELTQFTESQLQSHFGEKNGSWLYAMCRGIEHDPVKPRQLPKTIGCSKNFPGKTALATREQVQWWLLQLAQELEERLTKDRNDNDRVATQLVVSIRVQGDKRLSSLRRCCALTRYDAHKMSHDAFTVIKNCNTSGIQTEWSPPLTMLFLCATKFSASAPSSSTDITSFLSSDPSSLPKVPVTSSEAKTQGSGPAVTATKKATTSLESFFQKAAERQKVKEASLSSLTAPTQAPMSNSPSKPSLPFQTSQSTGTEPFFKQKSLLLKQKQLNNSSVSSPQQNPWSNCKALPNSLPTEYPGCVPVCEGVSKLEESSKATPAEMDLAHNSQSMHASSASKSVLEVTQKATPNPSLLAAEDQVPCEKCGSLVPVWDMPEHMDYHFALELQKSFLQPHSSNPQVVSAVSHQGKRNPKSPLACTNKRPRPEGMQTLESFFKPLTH
#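 Fluorescent replication assay: 50 nM final substrate added after a 15 min room-temperature compound preincubation with 10 nM enzyme. Signal taken at 0 min and again at 10 min.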
# An asterisk follows results filed as active; ? = inconclusive; . = not tested or not shown; & = joins results of further samples; [ ] = dose if it differs, or a comment. Unless noted, calls come from the whole dose curve; as a rule, active = well fitted curve in the direction sought with a large enough effect; inconclusive = small, poorly fitted or top-dose-only effect, or another doubt; inactive = no such curve, though single readings can be large; an effect the other way counts as inactive or inconclusive.
SMILES,Glioma ERSR ind,POLI inh,LDHA block,APE1 inh,Anesthetic bind,BLM helicase inh,Pol beta inh,POLK inh,POLH inh
COc1cc(CNCCCN2CCOCC2)cc(Br)c1OCc1ccc(Cl)cc1,-10%,3%,-8,-1%,?,-1%,23%,-9%,-14%
CCC(=O)N1CCc2cc(CNC(=O)Nc3cc(OC)c(OC)c(OC)c3)ccc21,-3%,1%,2,.,31%,1%,-8%,-6%[60.1 µM],-7%
COc1ccccc1CN=C1NC(=O)C(CC(=O)Nc2ccc(OC)c(OC)c2)S1 (stereo unspecified),0%,-12%,-3,6%,-23%,-11%,-26%,-5%,-29%
COc1cccc(CN2CCN(Cc3cccc(Br)c3)CC2)c1OC,-3%,144%[activator],?,9%,-16%,-1%,29%,-14%,-11%
O=C1CCC(N2C(=O)c3ccccc3C2=O)C(=O)N1 (stereo unspecified),-4%&-2%&-3%&-2%&-3%&-4%,6%[58.9 µM],-16,-11%&1%&-4%&19%&4%,0%,5%&-2%&3%&-11%,21%[57.1 µM],-4%[60.1 µM],-3%[57.1 µM]
O=C(CCl)Nc1ccc2c(c1)OCO2,-4%,41%[activator],7,7%,-2%,-3%,24%,-5%,-13%
Cc1cc(C(=O)NNC(=O)c2cccc(S(=O)(=O)N3CCOCC3)c2)c2ccccc2n1,-3%,25%,-4,-5%,-4%,-3%,16%,12%,3%
Cn1c(=O)c(C(=O)COC(=O)c2cc(C(F)(F)F)nc3ccccc23)c(N)n(Cc2ccccc2)c1=O,.,.,.,7%&-1%,?,-19%&-14%,-25%,.,.
CCOc1ccc2[nH]c3nc(SCC(=O)OC(C)C)nnc3c2c1,-3%,18%,-6,17%,4%,-3%,4%,3%,0%
COc1ccc(Oc2coc3cc(OC(=O)/C=C/c4ccccc4)ccc3c2=O)cc1,1%,29%,-7,3%,0%,-3%,-3%,-4%,-5%
CCOC(=O)CNS(=O)(=O)c1cc(-c2nnc(Nc3cccc(O)c3)c3ccccc23)ccc1C,-11%,89µM*,-4,.,4%,-12%,3%,?,-7%
Cc1[nH]c(=O)[nH]c(=O)c1Cc1cccc2ccccc12,-3%,11%,-2,-1%,-12%,1%,2%,2%,-9%
CC1(C)SCC(C(=O)O)N1C=O (stereo unspecified),-2%,8%,1,4%,0%,1%,5%,-5%,-5%
O=C(C1CC1)N1CCCN(C(=O)C2CC2)CC1,-1%,10%,-8,-5%,-7%,1%,8%,-14%,1%
COCC(C)NC(C(=O)Nc1ccc(C)c(Cl)c1)c1ccccc1 (stereo unspecified),1%,6%,-1,26%,-20%,-6%,4%,-17%,-4%
Cc1ccc(N2C(N)=C(C#N)C(c3cccs3)C3=C2CC(C)(C)CC3=O)cc1 (stereo unspecified),-3%,8%,1,-7%,?,-11%,-17%,-19%,-14%
CC(=O)NCC(=O)NC1(C(=O)NC2CCCC2)CCCCC1,-5%,-2%,-5,0%,1%,-2%,13%,0%,8%
Cc1ccc(-c2cc3ncc(C(=O)c4cc([N+](=O)[O-])ccc4O)cn3n2)cc1,-1%,1%,4,.,-8%,-7%,21%,4%,-7%
CC1=C(C(=O)N2CCN(c3cccc(C(F)(F)F)c3)CC2)C2(CCCCC2)OC1=O,.,?,-7,.,47%[activator],-8%,6%,?,.
COc1cc(CN(C(=O)c2ccccc2)c2ccccn2)cc(OC)c1OC,2%,29%,-3,.,1%,-5%,-6%,-12%,-17%
CC(=O)Nc1nnc(S(=O)(=O)N2CCN(c3ccc([N+](=O)[O-])cc3Cl)CC2)s1,-1%,?,3,26%,-21%,-1%,-9%,8%,-6%
Nc1ncnc(NCc2ccc(F)cc2)c1[N+](=O)[O-],-4%,115%[activator],-7,3%,-17%,1%,27%,-9%,?
COc1cccc(CNC(=O)C(=O)NCC(c2ccco2)N2CCOCC2)c1 (stereo unspecified),-5%,8%,-4,6%,-1%,-10%,-3%,-2%,-25%
CCc1cccc(CC)c1NC(=O)COC(=O)/C(C#N)=C/c1ccc(OC)cc1,-2%,-1%,-11,3%,1%,0%,-3%,-1%,-6%
COc1ccc(-c2noc(-c3ccc(NCC4CCCO4)c([N+](=O)[O-])c3)n2)cc1 (stereo unspecified),0%,11%,-6,.,-11%,-5%,0%,-3%,-6%

# The final 3 entries of the section above come first, to join the parts:
SMILES,Glioma ERSR ind,POLI inh,LDHA block,APE1 inh,Anesthetic bind,BLM helicase inh,Pol beta inh,POLK inh,POLH inh
COc1cccc(CNC(=O)C(=O)NCC(c2ccco2)N2CCOCC2)c1 (stereo unspecified),-5%,8%,-4,6%,-1%,-10%,-3%,-2%,-25%
CCc1cccc(CC)c1NC(=O)COC(=O)/C(C#N)=C/c1ccc(OC)cc1,-2%,-1%,-11,3%,1%,0%,-3%,-1%,-6%
COc1ccc(-c2noc(-c3ccc(NCC4CCCO4)c([N+](=O)[O-])c3)n2)cc1 (stereo unspecified),0%,11%,-6,.,-11%,-5%,0%,-3%,-6%
CC(=O)N/C(=C\c1ccc(F)cc1)C(=O)N(C)C,-4%,4%,-3,4%,5%,2%,16%,-2%,-18%
COc1ccc(S(=O)(=O)N2CCOCC2)cc1NC(=O)c1cc2ccccc2o1,-4%,13%,-2,-17%,.,.,.,-10%,-11%
C=CCN(CC=C)S(=O)(=O)c1ccc(NC(=S)NC(=O)c2ccc(-c3ccccc3)cc2)cc1,-6%,11%,-8,?,?,-4%,-10%,2%,-5%
Cc1c(C(=O)O)sc2nc3n(c(=O)c12)CCC(C)CC3 (stereo unspecified),-2%,6%,-4,0%,0%,2%,26%,-4%,6%
O=C(CCl)c1ccc2c(c1)CCCC2,6%,11µM*,-4,.,.,.,.,-7%,.
Cc1cc(CNC(=O)COc2ccc(F)cc2F)c2ccccc2n1,3%,110%[activator],-7,-2%,-10%,-6%,4%,-15%,-16%
COc1cc(OC)cc(-c2c(C#Cc3ccsc3)c3cc(-c4ccccc4OC)ccc3n2C)c1,-2%,17%,1,11%,.,.,.,10%,-1%
CC(NC(=O)c1ccccc1NC(=O)c1ccncc1)c1ccccc1 (stereo unspecified),-2%,28%,-1,-2%,-10%,-4%,20%,6%,-7%
Cc1onc(-c2c(F)cccc2Cl)c1C(=O)N(C)C1CCCCC1,-2%,20%,-5,26%,-13%,-3%,?,-13%,-16%
O=c1oc2ccccc2cc1-c1nc2c(s1)CCc1ccccc1-2,-3%&-2%,37%&19%[activator],14&22,5%,1%,-24%,-13%,6%&-3%,-11%
CCn1nc(NS(=O)(=O)c2ccc(F)cc2)c2cc3cccc(C)c3nc21,-1%,24%,-2,10%,-3%,-2%,25%,4%,-16%
Cc1ccc(C)c(NC(=O)N(C)CCc2c(C)nn(C)c2C)c1,-2%,24%,-7,.,50%[activator],3%,10%,-13%[60.1 µM],-24%
COc1cc2[nH]c(=O)n(CCCC(=O)N(C)Cc3ccccc3)c(=O)c2cc1OC,0%,1%,-6,.,-8%,3%,9%,3%,-18%
CCC1=Nc2cc(C(=O)O)ccc2Sc2ccccc21,1%,-9%,-6,-3%,-5%,-1%,-3%,-13%,3%
O=C1c2ccccc2C(=O)c2c1cccc2N(CCO)CCO,0%,42%[activator],-3,7%,-16%,-6%,19%,-8%,-25%
O=C(Cc1ccc(F)cc1)Nc1ccccc1Sc1ccccc1,-2%,-4%,-9,8%,-3%,3%,5%,-3%,-14%
COc1cc(C)c(Br)cc1S(=O)(=O)NCc1cccs1,-4%,22%,2,20%,-11%,-3%,13%,-4%,-8%
COc1ccccc1CNC(=O)c1c(O)nc2cc(C)ccn2c1=O,-2%,56%,-1,.,-11%,-1%,21%,5%,-1%
CCOc1ccccc1N(CC(=O)NCc1ccc(OC)cc1)S(C)(=O)=O,-3%,11%,3,19%,-10%,-2%,5%,-13%,0%
CC(C)C[C@@H](CNC(=O)OC(C)(C)C)NC(=O)c1nc[nH]c1C(=O)N[C@@H](CC(C)C)C(=O)CNC[C@H](CC(C)C)NC(=O)c1nc[nH]c1C(=O)N[C@@H](Cc1c[nH]c2ccccc12)C(=O)OC(C)(C)C,-1%,-5%,-6,-23%,.,.,.,-24%,-28%
O=C(CN1CCN(CC(=O)Nc2ccc3c(c2)OCO3)CC1)Nc1ccc(F)cc1,-4%,-6%,-4,-2%,14%,1%,2%,-9%,-20%
CCCCOc1ccc(CNC(=O)c2ccc(-c3nc(CN4CCc5ccccc54)c(C)o3)cc2)cc1,-2%,-3%,-14,.,1%,0%,3%,-9%[60.1 µM],7%
O=C(Nc1cccc(F)c1)N1C2CCC1CC(O)(c1cccnc1)C2 (stereo unspecified),-3%,144%[activator],-9,7%,-8%,-5%,-7%,-8%,-22%
Cn1nc(C(C)(C)C)cc1NC(=O)Nc1ccc(F)cc1F,1%,182%[activator],-1,-1%,-2%,-4%,2%,-4%,-12%
Cc1c(NC(=O)c2cccs2)cccc1-c1nc2cc(Cl)ccc2o1,.,13%,-7,.,-1%,-4%,-9%,-21%,.
# Next section.
SMILES,Glioma ERSR ind,POLI inh,LDHA block,APE1 inh,Anesthetic bind,BLM helicase inh,Pol beta inh,POLK inh,POLH inh
COc1ccccc1OC(C)C(=O)Nc1cccc(-c2nc3ccccc3o2)c1 (stereo unspecified),4%,89µM*,6&-2,.,78%[activator],-8%,50µM*,?,?
CCOc1ccc(C(NC(C)=O)c2ccc(OC)c(OC)c2)cc1 (stereo unspecified),-2%,5%,-9,6%,-3%,-2%,6%,-2%,-16%
O=C(COC(=O)COc1ccc(Cl)cc1)Nc1ccc2c(c1)OCCO2,-1%,-5%,0,6%,.,.,.,12%,?
O=C(CSc1nccn1-c1ccc(Cl)cc1)Nc1cccc2ccccc12,-2%,16%,6&-6,.,67%[activator],-8%,1%,-14%[60.1 µM],-11%
Clc1ccccc1/C=N/Nc1cc(N2CCOCC2)ncn1,1%,131%[activator],-9,-13%,-5%,0%,-18%,-6%,-13%
Cn1c(CNC(=O)C(Cc2ccccc2)NC(=O)c2ccccc2F)cc(=O)n(C)c1=O (stereo unspecified),0%,8%,-17&-5,4%,0%,0%,11%,-8%,-6%

# Not all compounds are listed; count on the stated rates, not on these rows.
